PAX8 reporter – inhibitors of PAX8-driven TPO luciferase reporter, primary screen, RMG-I cells, single concentration; SteadyGlo, 24 h; inhibition, % at 12.6 µM; hit rate 1.2% among 360,000; AID 652154, 2013;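 active = mean replicate inhibition at least 60% with every replicate also reaching 60%; inconclusive = only one of the two criteria is met; inactive = mean below 60% and not all replicates reaching 60%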;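 also: luciferase light reporting Pax8 driven TPO promoter activity; plate controls were median of neutral control wells for no effect and mitoxantrone controls for full effect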
EWS-Fli block – EWS/Fli-driven NR0B1 reporter inhibitors, primary screen, A673 cells, NR0B1 luciferase, luminescence, MLPCN library; hit rate 0.67% among 350,000; viability-normalised; inhibition, % at 12.6 µM;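 active = mean inhibition of at least 50% after viability correction, with every replicate also passing that limit; inconclusive = mean reaches 50% but only one of two replicates passes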;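 also: firefly luciferase signal divided by Alamar Blue viability fluorescence both relative to DMSO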
FN deposition inh – inhibitors of fibronectin matrix deposition, primary screen, AH1F cells, Alexa488-fibronectin fluorescence, plate reader; AH1F fibroblasts, overnight; inhibition, % at 12.6 µM; hit rate 0.086% among 350,000; AID 743247, 2014;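 active = mean inhibition across replicates of 30% or more, regardless of how many single replicates reach that level; inconclusive = mean under 30% yet at least half of replicates reach 30%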;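 also: positive control wells lacked labelled fibronectin entirely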
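Material – AH1F fibroblast monolayer, labelled fibronectin deposition · Reagent – labelled fibronectin 24 nM · Timing – 1 h adhesion, overnight exposure · Measured by – fluorescence at 485 nm excitation, 525 nm emission · Read-out – inhibition of fibronectin deposition signal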
LGR2 antag – inhibitors of bursicon-induced LGR2 CRE-luciferase signal, primary screen, cell-based, HEK293, CRE-luciferase reporter, bursicon stimulation; Drosophila bursicon receptor LGR2 (rickets); bursicon-stimulated, 4 h; inhibition, % at 9.99 µM; hit rate 0.35% among 380,000;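 active = drop in luminescence signal, shown as inhibition above about 50% in the replicate tests, limit read from the data, passing the limit was not always enough; inconclusive = probably only some replicates passing the limit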;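 also: agonist challenge used bursicon conditioned medium at about half maximal strength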
S100A4 inh HTS – inhibitors of S100A4-myosin IIA peptide binding, primary screen, biochemical, fluorescence polarization, TAMRA-MyoIIA peptide. hit rate 0.14% among 360,000. inhibition, % at 10.7 µM;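 active = mean inhibition of at least 70% across replicates, with every replicate also reaching that level; inconclusive = mean inhibition reaches 70% but some replicates fall short; inactive = mean inhibition below 70%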
Target sequence (P26447 whole entry, looked up): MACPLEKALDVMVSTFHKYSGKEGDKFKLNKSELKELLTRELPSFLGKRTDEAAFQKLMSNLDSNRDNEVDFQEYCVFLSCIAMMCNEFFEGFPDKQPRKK
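Material: human S100A4 monomer with TAMRA-labelled myosin IIA peptide; buffer or medium: HEPES pH 7.2 with CaCl2, KCl, NaCl, DTT, Triton; compound dosing: one concentration per compound; schedule: 5 min incubation before reading; benchmarks: neutral control DMSO, positive control TFP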
PglD DTNB – C. jejuni PglD acetyltransferase inhibitors, primary screen, biochemical, DTNB colorimetric, single point. purified PglD enzyme, DTNB colorimetric CoA detection. AID 602405, 2012. inhibition, % at 12.5 µM. hit rate 0.098% among 360,000. UDP-N-acetylbacillosamine N-acetyltransferase PglD (Campylobacter jejuni); in the data active = inhibition above about 16%, passing the limit was not always enough; inconclusive = no clear call, values can overlap the other calls; also: strong numbers were not always called active
PGC1a acetyl inh – inhibitors of PGC1a acetylation signal, primary screen, cell-based, U2OS, AlphaScreen, inhibitor mode; inhibition, % at 15.6 µM; hit rate 0.17% among 350,000; AlphaScreen anti-acetyl-lysine; with virally co-expressed GCN5 acetyltransferase; AID 651687, 2012;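 active = every replicate shows inhibition of at least 40%; inconclusive = mean inhibition at least 40% but some replicate below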;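 also: 0% = neutral control wells and 100% = positive control wells; some results beyond the cut were filed as inactive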
ERAP1 inh – human ERAP1 aminopeptidase inhibitors, primary screen, biochemical, single point, plate reader. Endoplasmic reticulum aminopeptidase 1 (Homo sapiens), Q9NZ08. recombinant ERAP1, Leu-AMC fluorescence, 60 min. inhibition, % at 10.7 µM. hit rate 0.15% among 340,000. AID 652197, 2013;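 active = mean replicate inhibition of at least 30%, or all replicates individually reaching that 30% level; inactive = mean below 30% and not every replicate reaching it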;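 also: 0% = neutral control wells and 100% = L-leucinethiol positive control wells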
Target sequence (Q9NZ08 whole entry, looked up): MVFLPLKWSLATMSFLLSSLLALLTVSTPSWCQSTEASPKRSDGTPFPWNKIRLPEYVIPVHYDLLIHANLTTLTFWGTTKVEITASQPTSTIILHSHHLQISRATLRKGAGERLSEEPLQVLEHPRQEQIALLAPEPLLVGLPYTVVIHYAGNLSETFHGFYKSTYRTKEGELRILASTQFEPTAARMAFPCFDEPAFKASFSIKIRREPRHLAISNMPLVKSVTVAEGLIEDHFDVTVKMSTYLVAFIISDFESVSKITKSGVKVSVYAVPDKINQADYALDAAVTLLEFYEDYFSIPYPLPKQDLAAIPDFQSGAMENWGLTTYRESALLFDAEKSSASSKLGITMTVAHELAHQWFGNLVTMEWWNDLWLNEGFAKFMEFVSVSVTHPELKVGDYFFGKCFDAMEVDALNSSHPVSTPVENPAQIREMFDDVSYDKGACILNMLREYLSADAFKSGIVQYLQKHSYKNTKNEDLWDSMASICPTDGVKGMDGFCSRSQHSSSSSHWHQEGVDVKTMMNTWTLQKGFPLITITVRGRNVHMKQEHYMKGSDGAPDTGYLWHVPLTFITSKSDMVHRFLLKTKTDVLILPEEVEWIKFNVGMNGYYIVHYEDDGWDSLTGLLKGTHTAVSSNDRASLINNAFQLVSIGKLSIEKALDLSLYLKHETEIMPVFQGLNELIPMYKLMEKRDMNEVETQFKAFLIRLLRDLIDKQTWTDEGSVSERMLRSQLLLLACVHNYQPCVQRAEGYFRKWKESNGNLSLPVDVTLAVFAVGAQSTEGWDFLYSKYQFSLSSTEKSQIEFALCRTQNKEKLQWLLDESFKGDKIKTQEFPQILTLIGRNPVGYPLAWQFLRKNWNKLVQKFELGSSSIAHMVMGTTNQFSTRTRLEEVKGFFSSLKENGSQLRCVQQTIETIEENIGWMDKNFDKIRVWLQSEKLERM
Starred values were filed as active, the others as inactive; ? = inconclusive; nt = no result given; & = joins results of further samples.

SMILES	PAX8 reporter	EWS-Fli block	FN deposition inh	LGR2 antag	S100A4 inh HTS	PglD DTNB	PGC1a acetyl inh	ERAP1 inh
Cc1nn(-c2ccc(F)cc2)c(Cl)c1C(=O)NCC1CCCO1 (stereo not given)	-5	-5	-2	-1	-2	2	nt	1
CCc1nc2ccc(C(=O)NCCOc3ccc(OC)cc3)cn2c1N(C)Cc1cccs1	13	10	-5	25	-1	-6	-9	0
C[C@H]1CN([C@@H](C)CO)S(=O)(=O)c2ccc(C#CC3CC3)cc2O[C@@H]1CN(C)C(=O)C1CC1	nt	7	4	-11	-1	4	-1	-1
C[C@@H]1CN([C@H](C)CO)C(=O)c2cccc(NS(=O)(=O)c3ccc(F)cc3)c2O[C@H]1CN(C)Cc1ccc(-c2ccccc2)cc1	-40	14	-4	3	-2	0	3	-1
NNC(=O)C(=O)NCCCN1CCOCC1	-21	-2	-4	-7	-2	nt	nt	-3
COc1ccc(-c2ccc3c(c2)[C@@H]2[C@@H](CCN2C(=O)Nc2ccc(F)cc2)[C@H](CO)N3C)cc1	54	2	-2	-5	-8	nt	-11	-4
S=c1[nH]nc(C2CCCCC2)o1	1	-2	-5	17	-2	1	1	0
COc1ccccc1N1CCN(C(=O)c2cc(=O)c3cc(C)cc(C)c3o2)CC1	20	39	5	6	-8	nt	nt	-1
Cc1c(C(=O)Nc2c(C)n(C)n(-c3ccccc3)c2=O)oc2c(Cl)cccc12	-2	5	nt	6	0	6	nt	3
Cc1ccc(C(=O)c2c3ccc([N+](=O)[O-])cc3[n+]([O-])n2CCCC(N)=O)cc1	44	19	-10	18	6	2	-11	4
Cc1ccc(F)cc1S(=O)(=O)N[C@@H]1CCN(Cc2ccc(-c3ccccc3)cc2)C1	5	2	nt	nt	2	nt	nt	-1
Cc1ccc(S(=O)(=O)N(C)C[C@H]2Oc3ccc(NS(C)(=O)=O)cc3C(=O)N([C@H](C)CO)C[C@@H]2C)cc1	nt	-3	-4	-9	7	-2	-1	-4
CC(C)NC(=O)N[C@@H]1C=C[C@H](CC(=O)NCCCN(C)C)O[C@H]1CO	-4	3	1	-8	-6	-1	13	1
COC(=O)c1ccc(OCc2nn[nH]n2)cc1	-17	2	3	5	0	-3	7	1
CCc1ccccc1NC1=NCC(=O)N1Cc1ccc(OC)cc1	-11	nt	-7	nt	nt	-5	-11	nt
C[C@H](CO)N1C[C@H](C)[C@H](CN(C)S(=O)(=O)c2ccc(F)cc2)Oc2c(NC(=O)c3cnccn3)cccc2C1=O	nt	1	nt	-6	1	nt	5	-2
Cc1c([N+](=O)[O-])c(C(=O)Sc2ccc(Br)cc2)nn1C	15	37	-2	10	4	2	-4	-3
C[C@@H]1CN([C@H](C)CO)C(=O)CCCn2cc(nn2)CO[C@H]1CN(C)C(=O)Nc1cccc(Oc2ccccn2)c1	-16&-8	-1&3	3&-9	4	-3&63	3&-1	1&7	1&3
Cc1ccc(C)c(NC(=O)c2cnn3ccccc23)c1	-23	-49	2	-15	2	-5	16	6
Cc1ccccc1/C=N/NC(=O)c1cccnc1	-43	4	-6	4	3	2	nt	1
N=c1c(C(=O)NC2CCCCC2)cc2c(=O)n3ccccc3nc2n1CC1CCCO1 (stereo not given)	-9	8	-1	-1	-3	3	0	103*
COC(=O)c1c(C)[nH]c(C(=O)OC(C)C(=O)NC2CCCCC2C)c1C (stereo not given)	-4	9	6	nt	-5	-10	-2	3
CCCCOc1ccccc1N1CCN(CCCN2C(=O)C3CCCN3C2=O)CC1 (stereo not given)	40	-3	2	-9	-4	-4	-14	-5
O=C(O)CC(c1ccccc1)N1C(=O)c2cccc([N+](=O)[O-])c2C1=O (stereo not given)	7	14	12	-6	-1	4	nt	-2
C[C@@H]1CN([C@@H](C)CO)C(=O)c2cccc(NS(=O)(=O)c3ccccc3)c2O[C@@H]1CN(C)S(=O)(=O)c1ccccc1	nt	-4	nt	0	4	0	6	3

Later entries.
SMILES	PAX8 reporter	EWS-Fli block	FN deposition inh	LGR2 antag	S100A4 inh HTS	PglD DTNB	PGC1a acetyl inh	ERAP1 inh
O=C(C1CCCN(S(=O)(=O)c2cccc3cccnc23)C1)N1CCN(c2ccccc2F)CC1 (stereo not given)	-6	-4	3	2	-1	-1	7	nt
O=[N+]([O-])c1cccc(/C=C/c2ccc3cccc(O)c3n2)c1	-30	-84	12	2	4	7	nt	-2
CCOc1cc(/C=C2/NC(=O)NC2=O)cc(Br)c1OCc1ccc(C(=O)O)cc1	2	-1	8	29	-9	nt	8	23
O=S1(=O)CCO[C@H]2Cc3ccccc3[C@H]2N1Cc1ccccc1Br	11	5	-2	5	-4	-6	-27	2
C[C@@H]1CN([C@H](C)CO)C(=O)c2cc(NS(=O)(=O)c3ccc(Cl)cc3)ccc2O[C@@H]1CN(C)Cc1ccccc1	-17	17	nt	1	-11	1	-10	0
CNC(=O)Nc1ccc2snnc2c1	6	-3	-2	6	-1	7	-1	-1
CC(/C=N/N1C(=O)CSC1=S)=C\c1ccccc1	-19	-4	0	-7	-30	nt	12	9
CC(C)NC(=O)NCC[C@H]1CC[C@H](NS(=O)(=O)c2ccc(Oc3ccccc3)cc2)[C@H](CO)O1	30	5	19	-15	-1	0	5	5
Cc1ccc2nc(NCc3ccccc3)c(C=NCc3cccnc3)c(=O)n2c1	-71	-33	13	-28	6	nt	-1	2
COc1ccccc1C(CNC(=O)c1ccc(NS(=O)(=O)c2ccc3c(c2)OCCO3)cc1)N(C)C (stereo not given)	-8	7	-1	12	0	-3	-2	2
COc1cccc(CNCc2ccco2)c1O	2	0	2	12	-7	5	-10	-1
N#Cc1cc2cc3ccccc3nc2n2c(=O)c3ccccc3nc12	-13	-6	-2	11	3	nt	0	5
CC1(C(=O)Nc2ccc3c(c2)OCCO3)CCN1C(=O)C1(c2ccc(Cl)cc2)CC1 (stereo not given)	-7	-7	-1	0	-18	-1	-10	-1
Nc1c(Cl)ncnc1N/N=C/c1ccnc2ccccc12	-91	nt	3	-27	nt	-1	7	nt
CCC(=O)N1CC2(C1)[C@H](c1ccc(-c3cccc(F)c3)cc1)[C@H](CO)N2CC1CC1	11	0	nt	1	5	nt	-6	1
Cc1ccc(S(=O)(=O)NCCCNc2ccc([N+](=O)[O-])cc2)cc1	22	-4	-5	nt	2	nt	-2	-1
CCC(C)(C)NC(=O)C(Sc1ccccc1)c1ccccc1 (stereo not given)	10	9	4	5	-3	nt	-21	5
CCNC(=O)C[C@@H]1CC[C@@H]2[C@@H](COc3ccc(NC(=O)Nc4cccc(F)c4)cc3C(=O)N2C)O1	12	4	9	0	-6	-33	-8	1
CC(C)NC(=O)Nc1ccc2c(c1)C(=O)N([C@H](C)CO)C[C@@H](C)[C@@H](CN(C)Cc1ccc(C(=O)O)cc1)OCCCC[C@H](C)O2	1	-7	9	-12	4	-5	11	-3
CCc1ccc2c(c1)NC(=O)C2(C)Cc1ccc(C(F)(F)F)o1 (stereo not given)	19	5	10	7	4	2	-22	5
O=S(=O)(c1ccc(F)cc1)N1CCN(CCOc2ccccc2)CC1	8	6	-2	21	13	1	-8	-2
CCN(CC)C(=O)C1(P(=O)(c2ccccc2)c2ccccc2)CCC1	16	10	8	-5	1	-4	6	-3
Cc1nn(CC(=O)Nc2ccc3c(c2)nc2n3CCOC2)c(=O)c2ccccc12	nt	nt	3	-18	nt	2	-3	nt
O=C(Cc1nc2ccccc2[nH]1)N/N=C/c1ccccc1	-9	-7	nt	?	-7	nt	nt	2
COc1ccc(OC)c(S(=O)(=O)NCc2ccc(N3CCN(C)CC3)cc2)c1	-9	nt	3	-6	2	-2	3	0

Structural class: those above containing a COOH group (three)
SMILES	PAX8 reporter	EWS-Fli block	FN deposition inh	LGR2 antag	S100A4 inh HTS	PglD DTNB	PGC1a acetyl inh	ERAP1 inh
O=C(O)CC(c1ccccc1)N1C(=O)c2cccc([N+](=O)[O-])c2C1=O (stereo not given)	7	14	12	-6	-1	4	nt	-2
CCOc1cc(/C=C2/NC(=O)NC2=O)cc(Br)c1OCc1ccc(C(=O)O)cc1	2	-1	8	29	-9	nt	8	23
CC(C)NC(=O)Nc1ccc2c(c1)C(=O)N([C@H](C)CO)C[C@@H](C)[C@@H](CN(C)Cc1ccc(C(=O)O)cc1)OCCCC[C@H](C)O2	1	-7	9	-12	4	-5	11	-3

(more compounds)
SMILES	PAX8 reporter	EWS-Fli block	FN deposition inh	LGR2 antag	S100A4 inh HTS	PglD DTNB	PGC1a acetyl inh	ERAP1 inh
O=C1C2CC=CCC2C(=O)N1c1n[nH]c(Cc2ccccc2)n1 (stereo not given)	nt	6	nt	-4	-2	-3	-9	-5
COCC(=O)Nc1ccc2c(c1)OC[C@H](C)N(Cc1ccccc1F)C[C@@H](C)[C@@H](OC)CN(C)C2=O	nt	-3	3	5	-2	5	-21	-4
COc1cc(NC(=S)NN2CCN(C)CC2)cc(OC)c1OC	0	-1	-4	1	-5	-2	nt	3
Cc1cc(C)n2ncc(/C(N)=N/OC(=O)c3ccccc3F)c2n1	-122	-59	-3	nt	0	nt	nt	3
O=C(O)C1CCN(c2ccc(S(=O)(=O)N3CCC(C(=O)O)CC3)cc2[N+](=O)[O-])CC1	-9	nt	4	2	-8	-3	-1	1
CC(=O)OC(C)=O	nt	0	nt	-8	79*	4	2	0
CC(=O)CC(c1ccccc1)S(=O)(=O)c1ccc(C)cc1 (stereo not given)	0	nt	-1	nt	nt	-3	-1	nt
C/C=C/c1cnc2c(c1)C(=O)N([C@H](C)CO)C[C@H](C)[C@@H](CN(C)C(=O)CN1CCOCC1)O2	-9	2&0	-6&4	-15	-1&3	-5&-2	9&9	1&0
CCCCCc1c(-c2ccc(Cl)cc2)ncn1CCc1ccccc1OC	2	22	-4	-6	-7	nt	nt	1
COc1ccc(NC(=O)CN2C(=O)c3ccccc3S2(=O)=O)cc1S(=O)(=O)N1CCOCC1	9	1	1	6	4	nt	nt	7
COCc1cn(CC[C@H]2CC[C@@H](NC(=O)Nc3ccc4c(c3)OCO4)[C@H](CO)O2)nn1	-7	-3	2	-10	-4	1	3	-5
C[C@H](CO)N1C[C@H](C)[C@@H](CN(C)S(=O)(=O)c2ccc(Cl)cc2)Oc2ccc(NC(=O)CCC(F)(F)F)cc2C1=O	-10	-1	nt	-7	-4	1	7	2
C[C@H]1CN([C@@H](C)CO)C(=O)c2cccc(NC(=O)CCCCCC(=O)Nc3ccccc3N)c2O[C@@H]1CN(C)S(=O)(=O)c1ccccc1	14	-6	nt	-25	4	nt	-5	1
O=C(C[C@H]1C[C@@H]2c3cc(NC(=O)Nc4ccccc4F)ccc3O[C@@H]2[C@@H](CO)O1)NCc1cc(F)ccc1F	50	4	-3	0	-3	0	-8	0
O=C(Nc1cc(F)ccc1F)N1C[C@H]2[C@@H](c3ccccc31)[C@H](CO)N2Cc1ccncc1	40	6	nt	3	9	-1	12	-1
Cn1c(Cn2c(=O)sc3ccccc32)nnc1SCc1cccnc1	-9	2	2	-7	-1	3	3	nt
O=C(C[C@H]1CC[C@H]2[C@@H](COC[C@H](O)CN2Cc2ccccc2F)O1)N[C@H]1CCN(Cc2ccccc2)C1	19	6	nt	nt	-8	-1	-10	-1

Source: PubChem
